From PubChem
NR1D1 modulator: Rev-erb alpha (human) modulation. Rev-erbα–FITC-DNA binding, fluorescence polarization, 90 min. activity, % at 10 µM. 370,000 compounds, 0.79% hits;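 active means activity above about 14%, limit read from the data; passing the limit was not always enough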;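 further: 0% = DMSO wells with 35 nM protein and 100% = DMSO wells with 750 nM protein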
ARFGAP1 inh: inhibits rat ARF GTPase activating protein 1; Q62848; Arfgap1-stimulated ARF1 GTP hydrolysis, GDP FP detection; inhibition, % at 16.5 µM; 360,000 compounds, 0.26% hits;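 active means inhibition above a per-plate limit, mean inhibition of low control wells plus 3 SD, cut at about 25% in these data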;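 further: 0% = DMSO wells with enzyme and 100% = wells lacking Arfgap1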
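system = rat Arfgap1 catalytic domain, aa 1-136 | technique = FP, GDP Alexa 633 tracer displaced from anti-GDP antibody, 620/688 nm | compound = one concentration, 16.5 µM, DMSO 1.26% | medium = HEPES-based buffer, pH 7.5 | timing = compound-enzyme preincubation 20 min, reaction 120 min, detection 60 min, 25 °C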
ASAP1 inh: ASAP1 ArfGAP inhibition; 360,000 compounds, 0.19% hits; ASAP1-stimulated ARF1 GTP hydrolysis, GDP FP detection; inhibition, % at 16.5 µM; Q9ULH1; in the data active means inhibition above about 25%;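 further: 0% = vehicle with enzyme and substrate and 100% = no enzyme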
DDE Tn7 FP inh: DD(E)-Tn7 binding inhibition, primary FP screen | P02675 | FP displacement of FITC-Tn7 peptide from fibrin DD(E); 0% = median of compound wells per plate | inhibition, % at 8.3 µM | 370,000 compounds, 0.13% hits | AID 720508;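 active means inhibition above the mean of compounds falling within the control limits plus 3 SD of them, cut at about 14% in these data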;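 further: 0% = plate median of compound wells and 100% = 10 µM Aha-Tn7 peptide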
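Assay system: Human clot-derived fibrin DD(E) complex | Buffer or medium: Tris/NaCl/CaCl2 buffer, pH 7.8 | Repeats: One replicate per compound | Benchmarks: Aha-Tn7 high control | Measure: % inhibition scaled between sample-field median and high-control FP | Schedule: 10 min plus 3 h, room temperature | Signal: Fluorescence polarization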
UHRF1 binding: blocks human UHRF1 binding to methylated DNA; 370,000 compounds, 0.75% hits; UHRF1 binding to methylated oligo, TR-FRET; inhibition, % at 4.4 µM; Q96T88; in the data active means inhibition above about 21%;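 further: UHRF1 SRA domain binding a hemimethylated CpG hairpin DNA probe; 0% = median of test compound wells and 100% = reference inhibitor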
Target sequence (Q96T88 whole entry, looked up, the tested form may be a part): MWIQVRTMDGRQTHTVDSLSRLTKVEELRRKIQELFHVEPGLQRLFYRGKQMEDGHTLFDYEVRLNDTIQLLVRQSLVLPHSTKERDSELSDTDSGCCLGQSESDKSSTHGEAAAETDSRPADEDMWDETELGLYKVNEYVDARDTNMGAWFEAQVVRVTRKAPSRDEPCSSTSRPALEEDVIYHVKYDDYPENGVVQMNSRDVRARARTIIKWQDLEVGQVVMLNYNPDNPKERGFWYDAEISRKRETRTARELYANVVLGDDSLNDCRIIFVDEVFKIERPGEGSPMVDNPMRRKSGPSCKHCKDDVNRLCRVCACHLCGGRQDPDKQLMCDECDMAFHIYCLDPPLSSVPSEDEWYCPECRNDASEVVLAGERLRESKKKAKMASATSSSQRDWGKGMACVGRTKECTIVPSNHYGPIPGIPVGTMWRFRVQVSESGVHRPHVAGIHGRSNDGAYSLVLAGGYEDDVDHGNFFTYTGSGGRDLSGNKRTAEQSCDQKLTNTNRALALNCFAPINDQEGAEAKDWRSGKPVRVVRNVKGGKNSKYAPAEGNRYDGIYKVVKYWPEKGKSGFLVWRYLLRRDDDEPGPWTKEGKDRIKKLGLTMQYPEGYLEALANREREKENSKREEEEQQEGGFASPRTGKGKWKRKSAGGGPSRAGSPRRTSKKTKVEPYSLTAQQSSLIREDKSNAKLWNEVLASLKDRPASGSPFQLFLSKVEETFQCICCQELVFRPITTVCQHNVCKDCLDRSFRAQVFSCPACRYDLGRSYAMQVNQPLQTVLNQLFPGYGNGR
DDE Tn6 FP inh: inhibitors of Tn6 peptide binding to human fibrin DD(E). Fibrin DD(E) TRITC-Tn6 fluorescence polarization displacement. inhibition, % at 8.3 µM. 370,000 compounds, 0.21% hits;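 active means inhibition above a per-campaign cutoff: mean of compounds within control limits plus 3 SD, cut at about 15% in these data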;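 further: 0% = median of all compound wells on the plate and 100% = blocking peptide control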
PLC-beta3 inh: inhibitors of human phospholipase C beta3; Q01970; Purified PLC-beta3, fluorogenic substrate, fluorescence; inhibition, % at 12.2 µM; 370,000 compounds, 0.18% hits; AID 720704; in the data active means inhibition above about 11%;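 further: 0% = median of compound wells on plate and 100% = full blocker control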
proKLK7 act: activates the human kallikrein-7 zymogen | purified proKLK7, EDANS-DABCYL substrate fluorescence; 100% is mature enzyme control, 0% vehicle | activation, % at 7 µM | 370,000 compounds, 0.9% hits | AID 652039;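 active means activation above the mean of all tested compounds plus 3 SD, computed per campaign excluding outliers beyond control limits, cut at about 13% in these data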
PLCg1 inh: inhibitors of human phospholipase C gamma1; inhibition, % at 12.2 µM; 370,000 compounds, 0.84% hits; P19174; purified PLC-gamma1, fluorogenic substrate, fluorescence; in the data active means inhibition above about 9.5%
sPLA2-III inh: Inhibits HGIII-sPLA2 liposome hydrolysis, primary screen; Q9NZ20; QFRET BODIPY PC-A2 liposome hydrolysis, fluorescence; inhibition, % at 12.2 µM; 370,000 compounds, 0.56% hits; AID 743126;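 active means inhibition above mean plus 3 SD of compounds lying within the high and low control bounds, cut at about 19% in these data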;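 further: 0% = median of test compound wells and 100% = no enzyme DMSO wells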
An asterisk follows results filed as active.

#1 COc1ccccc1N(CC(=O)NCCSCc1ccccc1)S(=O)(=O)c1ccccc1
#2 CCNc1nc(Oc2ccc(C#N)cc2)cc(C(F)(F)F)n1
#3 O=C(O)c1cccc(CN2C(=O)S/C(=C/c3ccccc3[N+](=O)[O-])C2=O)c1
#4 COc1cccc(NC(=O)CN2CCN(CC(=O)Nc3ccccc3Cl)CC2)c1
#5 O=C(Nc1nnc(C2CC2)s1)c1n[nH]c(=O)c2ccccc12
#6 CCC(=O)N1Cc2cc(C(=O)NCc3cccc(F)c3)nc(-c3cccc(C4=CCCC4)c3)c2[C@H]1CCO
#7 O=C(O)c1ccc(NC(=O)c2cccc(N3C(=O)C4C5CCC(C5)C4C3=O)c2)cc1 (stereo unspecified)
#8 CCN(CCn1cccn1)C(=O)c1ccc(OC2CCN(C(=O)CCOC)CC2)cc1
assay / entry	1	2	3	4	5	6	7	8
DDE Tn6 FP inh	4	4	-3	6	-14	9	10	8
proKLK7 act	0.7	0.2	4.2	0.1	0.8	-0.3	0.1	-1.0
NR1D1 modulator	4	2	-2	-1	-3	6	-2	-1
ASAP1 inh	-1	1	3	14	2	2	-1	0
PLCg1 inh	2	-4	-31	0	0	2	0	2
sPLA2-III inh	-2	-2	6	8	16	-20	-3	11
ARFGAP1 inh	-9	11	13	7	-4	4	-5	1
PLC-beta3 inh	1	-2	-53	-1	-8	1	5	-1
DDE Tn7 FP inh	11	2	-1	-3	1	0	2	0
UHRF1 binding	7	4	-2	0	0	-2	0	2

#9 COc1ccc(-c2cc(=O)oc3cc(OCC(=O)Nc4ccccn4)ccc23)cc1
#10 CC1(C)CC(=O)C(CS(=O)(=O)c2ccccc2)=C(O)C1
#11 CCC(C)(C)NC(=O)C(c1cccn1C)N(Cc1ccc(C)cc1)C(=O)Cn1nnc2ccccc21 (stereo unspecified)
#12 Cc1c(NC(=O)C(C)N2C(=O)C3CCCCC3C2=O)c(=O)n(-c2ccccc2)n1C (stereo unspecified)
#13 CCCC1C(=O)N2C(N(C)C)=Nc3ccc(C)cc3N2C1=O (stereo unspecified)
#14 CC(Nc1cc(N2CCN(C(=O)C(C)(C)C)CC2)ccc1[N+](=O)[O-])c1ccccc1 (stereo unspecified)
#15 Cc1cc(N2CCN(C(C(=O)NC3CCCC3)C(C)(C)C)CC2)c2ccccc2n1 (stereo unspecified)
#16 CCOc1ccc2nc(-c3ccccc3)nc(SCC(=O)OC)c2c1
assay / entry	9	10	11	12	13	14	15	16
DDE Tn6 FP inh	-8	-6	0	-4	-3	0	6	1
proKLK7 act	0.2	0.5	0.2	-0.3	0.1	0.5	-0.6	-0.3
NR1D1 modulator	-19	0	-1	-3	14	-2	6	2
ASAP1 inh	6	11	1	-28	2	4	-13	-5
PLCg1 inh	-11	4	7	3	-7	1	0	3
sPLA2-III inh	5	14	-4	5	-1	-7	4	6
ARFGAP1 inh	-1	-5	4	-13	-1	-4	-2	-7
PLC-beta3 inh	-24	-7	3	-2	-7	1	1	-4
DDE Tn7 FP inh	-6	-1	-6	-5	-2	8	9	5
UHRF1 binding	3	1	1	-1	-5	-4	-2	0

#17 COc1ccc(-c2coc3c(C(=O)NCc4ccc(F)c(F)c4)cccc23)c(C)c1
#18 COc1ccc(CCNC(=O)C(=O)NCC2OCCN2S(=O)(=O)c2ccc(F)cc2)cc1OC (stereo unspecified)
#19 C=CCNC(=O)c1ccc(OC)cc1OC
#20 CC(C)(C)c1ccc(NC(=O)Cn2cnc3cc([N+](=O)[O-])ccc3c2=O)cc1
#21 COc1ccc(/C(N)=N/OC(=O)/C=C/c2ccccc2)cc1
#22 O=C1OC[C@H]2CCCN2C(=O)[C@@H](CC(=O)N(CCO)Cc2ccccc2)C/C=C\CC[C@@H]1Cc1ccc(F)cc1
#23 O=C(Cc1ccccc1F)Nc1ccc(SC(F)F)cc1
#24 CN(CC(=O)NCCN1CCCCCC1)S(=O)(=O)c1cccc2nsnc12
#25 CCCc1ccc(C(O)c2ncc(-c3cccc(C)c3)[nH]2)cc1 (stereo unspecified)
assay / entry	17	18	19	20	21	22	23	24	25
DDE Tn6 FP inh	-1	2	2	4	1	3	11	1	2
proKLK7 act	0.3	0.3	-0.1	0.5	0.5	0.3	-0.1	0.3	0.4
NR1D1 modulator	-1	1	-4	0	-3	-1	3	-8	-2
ASAP1 inh	0	-3	13	0	2	9	3	-9	-7
PLCg1 inh	-3	-2	1	-11	-2	3	1	4	-3
sPLA2-III inh	-13	-1	0	-1	9	-11	-3	3	-1
ARFGAP1 inh	5	-8	-8	-1	1	-5	-2	-14	9
PLC-beta3 inh	-3	-1	-3	-7	-3	-1	0	2	-2
DDE Tn7 FP inh	2	-3	-1	-1	8	0	6	-3	4
UHRF1 binding	-1	-3	0	0	4	-1	-1	0	-2

Gathered by group, the compounds so far containing an aryl methoxy group.
#1 COc1ccccc1N(CC(=O)NCCSCc1ccccc1)S(=O)(=O)c1ccccc1
#4 COc1cccc(NC(=O)CN2CCN(CC(=O)Nc3ccccc3Cl)CC2)c1
#9 COc1ccc(-c2cc(=O)oc3cc(OCC(=O)Nc4ccccn4)ccc23)cc1
#17 COc1ccc(-c2coc3c(C(=O)NCc4ccc(F)c(F)c4)cccc23)c(C)c1
#18 COc1ccc(CCNC(=O)C(=O)NCC2OCCN2S(=O)(=O)c2ccc(F)cc2)cc1OC (stereo unspecified)
#19 C=CCNC(=O)c1ccc(OC)cc1OC
#21 COc1ccc(/C(N)=N/OC(=O)/C=C/c2ccccc2)cc1
assay / entry	1	4	9	17	18	19	21
DDE Tn6 FP inh	4	6	-8	-1	2	2	1
proKLK7 act	0.7	0.1	0.2	0.3	0.3	-0.1	0.5
NR1D1 modulator	4	-1	-19	-1	1	-4	-3
ASAP1 inh	-1	14	6	0	-3	13	2
PLCg1 inh	2	0	-11	-3	-2	1	-2
sPLA2-III inh	-2	8	5	-13	-1	0	9
ARFGAP1 inh	-9	7	-1	5	-8	-8	1
PLC-beta3 inh	1	-1	-24	-3	-1	-3	-3
DDE Tn7 FP inh	11	-3	-6	2	-3	-1	8
UHRF1 binding	7	0	3	-1	-3	0	4
